Source: PubChem BioAssay (National Center for Advancing Translational Sciences (NCATS))
IDH1 R132H inh: blocks human mutant IDH1 R132H enzyme. O75874. IDH1-R132H enzyme, NADPH consumption, diaphorase/resazurin fluorescence. Potency, µM (highest dose often 76.6 µM), for inactives: top-dose activity change, negative = inhibition, hits mostly inhibitors. actives 0.093% (n = 390,000). AID 602179; further: potency means the concentration at half of the fitted maximal effect; on the % scale 0 is the no-effect control and ±100 the full control effect; nearly all actives have a fitted effect of over 65% in size
Target sequence (O75874 whole entry R132H, stated change not applied): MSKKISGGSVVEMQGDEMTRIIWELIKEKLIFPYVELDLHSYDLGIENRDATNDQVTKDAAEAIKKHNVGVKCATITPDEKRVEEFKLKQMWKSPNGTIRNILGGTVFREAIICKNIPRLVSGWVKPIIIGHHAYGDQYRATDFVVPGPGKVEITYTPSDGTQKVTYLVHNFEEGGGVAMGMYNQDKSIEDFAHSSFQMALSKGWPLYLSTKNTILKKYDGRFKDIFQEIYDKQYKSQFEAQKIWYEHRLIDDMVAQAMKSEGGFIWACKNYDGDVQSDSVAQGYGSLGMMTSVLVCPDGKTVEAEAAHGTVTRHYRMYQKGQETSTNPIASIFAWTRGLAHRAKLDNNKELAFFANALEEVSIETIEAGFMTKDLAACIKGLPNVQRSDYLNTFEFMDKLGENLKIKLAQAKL
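IDH1-R132H (0.5 ug/mL dispensed) in pH 7.5 Tris buffer was preincubated 30 min with compound, then given a substrate mix of 0.016 mM NADPH and 2 mM alpha-KG for 80 min at room temperature; remaining NADPH was read by diaphorase/resazurin fluorescence.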
Glioma ERSR ind: induces the endoplasmic reticulum stress response in human glioma cells. U87-MG GRP78 promoter luciferase reporter, 16 h. Potency, µM, inactives show at the top dose activation, usual class: activators. actives 0.02% (n = 420,000). AID 602332; further: potency means the concentration at half of the fitted maximal effect; series mostly up to about 76 µM; % of control where 0% means no effect; nearly all actives have a fitted effect of over 35% in size
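Stably transfected U87-MG human glioma cells carrying a GRP78-based luminescent sensor were seeded at 1000 cells/well, pin-dosed with compounds and incubated 16 h. Luciferase reagent was then added, and end-point luminescence was read after 10 min at room temperature.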
TrxR1 substrate: rat thioredoxin reductase 1 substrate activity; O89049; purified TrxR1 substrate turnover, NADPH consumption readout; Potency, µM (doses to about 114 µM), without a hit: at the top dose activity change, negative = substrate turnover; actives 0.01% (n = 390,000); AID 588456; further: potency means the concentration at half of the fitted maximal effect; on the % scale 0 is the no-effect control and ±100 the full control effect; nearly all actives have a fitted effect of over 50% in size
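Rat TrxR1, dispensed at 90 nM, was prereduced with 400 uM NADPH (final) for 5 min at ~22 deg C, then incubated with compound 15 min before 400 uM selenite. A first-read NADPH fluorescence drop versus no-compound background flagged substrates.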
Vif-A3G inh: blocks the Vif interaction with human APOBEC3G | HeLa A3G-eYFP + Vif (tagged APOBEC3G with the HIV-1 protein that degrades it), YFP fluorescence, overnight | AID 602310 | Potency, µM (top dose mostly 46.1 µM), inactives show at the top dose activity, negative = active, usual class: inhibitors | actives 0.076% (n = 410,000) | Q9HC16;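 further: potency means the concentration at half of the fitted maximal effect; on the % scale 0 is the no-effect control and ±100 the full control effect; nearly all actives have a fitted effect of over 60% in size; hits raise eYFP signal because A3G escapes Vif-driven loss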
Target sequence (Q9HC16 whole entry, looked up): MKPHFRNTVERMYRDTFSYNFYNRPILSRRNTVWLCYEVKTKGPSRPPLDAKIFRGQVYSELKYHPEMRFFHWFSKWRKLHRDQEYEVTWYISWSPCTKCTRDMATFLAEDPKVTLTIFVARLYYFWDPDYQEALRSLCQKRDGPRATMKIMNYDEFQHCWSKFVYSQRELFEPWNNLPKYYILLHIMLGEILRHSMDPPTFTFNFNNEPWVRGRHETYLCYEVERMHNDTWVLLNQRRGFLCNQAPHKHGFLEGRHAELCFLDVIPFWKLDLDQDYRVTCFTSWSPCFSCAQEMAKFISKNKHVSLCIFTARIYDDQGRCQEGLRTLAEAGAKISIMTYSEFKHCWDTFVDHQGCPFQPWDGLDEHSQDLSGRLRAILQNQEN
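Read-out is eYFP fluorescence (Ex 488/Em 500-530) from Vif-expressing HeLa A3G-eYFP cells; more signal means A3G escaped Vif-mediated degradation. Cells plated overnight, compound pinned in, incubated overnight at 37 deg C.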
RXFP1 ag: activates the human relaxin receptor RXFP1; Q9HBX9; HEK293T-RXFP1 cAMP TR-FRET, 30 min; response scale: percent of porcine relaxin response, buffer zero; Potency, µM (top dose mostly 57.5 µM), for inactives: top-dose activation, usual class: activators; actives 0.3% (n = 370,000); further: potency means the concentration at half of the fitted maximal effect; on the % scale 0 is the no-effect control and ±100 the full control effect; nearly all actives have a fitted effect of over 60% in size; many of its hits are not listed in these tables
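cAMP rise read by TR-FRET after 30 min, 37C compound exposure (up to 58 uM) in RXFP1-transfected HEK293 cells with Ro 20174 present. EC50 from Hill-equation fits, with 29 nM porcine relaxin as 100% and buffer as basal.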
PI4K2A inh: PI4K2A (human) kinase inhibition. activity change, negative = inhibition, % at 76.9 µM. actives 0.13% (n = 420,000). purified PI4K2A, ADP-Glo luminescence, 1 h; active compounds read low; in the data active means activity change below about -50%; inconclusive means mostly about -30% to -49%;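 further: -100% = wells without enzyme as full effect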
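Compounds are screened against recombinant PI4K2A using PI as substrate and ATP, the latter dispensed at 300 microM. Reactions run one hour at ambient temperature before ADP-Glo detection; full inhibition defined by wells lacking enzyme.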
USP1-UAF1 inh: inhibitors of human USP1/UAF1 deubiquitinase | AID 743255 | actives 0.23% (n = 390,000) | Potency, µM (highest dose often 57.1 µM), for inactives: top-dose activity change, negative = inhibition, actives largely listed as inhibitors | O94782 | recombinant USP1/UAF1, Ub-Rhodamine cleavage fluorescence; further: potency means the concentration at half of the fitted maximal effect; on the % scale 0 is the no-effect control and ±100 the full control effect; nearly all actives have a fitted effect of over 60% in size; inactives centre near -12
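1 nM enzyme complex + cpd, 15 min RT; start with Ub-Rho 150nM final; kinetic fluorescence ex 480/em 540, 6 reads q60 s. Buffer 50mM HEPES pH 7.8, 0.5mM EDTA, 0.1 mg/ml BSA, 1mM TCEP, 0.01% Tween-20.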
Vif-APOBEC3F blk: blocks the Vif interaction with APOBEC3F; HeLa A3F-eYFP + Vif (tagged APOBEC3F with the HIV-1 protein that degrades it), YFP fluorescence increase; Potency, µM (doses to about 46.1 µM), for inactives: at the top dose activity, negative = active; actives 0.2% (n = 390,000); AID 602313; further: potency means the concentration at half of the fitted maximal effect; % of control where 0% means no effect; nearly all actives have a fitted effect of over 65% in size
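HeLa cells stably expressing Vif plus C-terminally eYFP-tagged A3F were seeded, incubated overnight at 37 deg C, dosed with compound, incubated overnight again at 37 deg C. Yellow fluorescence (Ex 488/Em 500-530) reported blocked Vif-mediated A3F-eYFP degradation.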
LDHA block: LDHA (human) enzyme inhibition; purified LDHA, NADH/diaphorase-resazurin fluorescence; active compounds read low; actives 0.15% (n = 480,000); activity change, % (values are at about 110 or 230 µM); P00338; in the data active means activity change below about -30%; inconclusive means mostly about -25% to -30%;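 further: plate controls were DMSO wells for no effect and wells without enzyme for full effect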
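Resorufin fluorescence (ex540/em590), read at 0 and 20 min after diaphorase/resazurin addition, reports the NADH left after a 5 min room-temperature reaction of 2 nM human LDH5 with 0.06 mM NADH and 0.2 mM pyruvate.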
An asterisk follows results filed as active; ? = inconclusive; . = not tested or not shown; & = joins results of further samples; [ ] = remark or other dose. Unless noted, the call rests on the fitted dose curve; in most records, active means well fitted curve in the direction sought with a large enough effect; inconclusive means small, poorly fitted or top-dose-only effect, or another doubt; inactive means no such curve, though single readings can be large; an effect the other way counts as inactive or inconclusive.

structure	LDHA block	RXFP1 ag	Vif-A3G inh	USP1-UAF1 inh	TrxR1 substrate	PI4K2A inh	Vif-APOBEC3F blk	IDH1 R132H inh	Glioma ERSR ind
COc1ccc(CCN2CC(C(=O)N3CCSCC3)CCC2=O)cc1 (centres undefined)	-14	-0.4%	2%	0%	-1%	-3	-2%	1%	0%
COc1ccc(C(=O)c2sc3nc(-c4ccc(C)cc4)cc(C(F)(F)F)c3c2N)cc1	-3	9.2%	8.9µM*	-12%	1%	-2	1.3µM*	-16%	-2%
CC(=O)c1ccc(N2CCN(C(=O)c3nn(Cc4ccccc4)c(=O)c4ccccc34)CC2)cc1	11&-1	1.2%	6%	-17%	-4%	-2	4%	8%	-2%
N#Cc1ccc(Oc2ccc(S(=O)(=O)N3CCCCC3)cn2)cc1	-6	-2.0%	2%	-3%	-6%	-1	-2%	1%	-2%
Cc1ccc(C(C)C)c(OCC(=O)NCC(c2cccs2)N2CCOCC2)c1 (centres undefined)	-3	0.9%	-2%	-16%	4%[57.1 µM]	-1	-12%	-3%	-5%
CC1=CC(=C(C#N)C#N)C=C(C)N1CCN1CCN(C(=O)Nc2ccc(Cl)c(Cl)c2)CC1	-4	12%	4%	-2%	13%	0	10%	-1%	-1%
COc1ccc(/C=C(\C#N)C(=O)OCC(=O)NC(C)c2ccccc2)cc1 (centres undefined)	-2	0.4%	2%	-1%	-1%[57.1 µM]	7	-7%	0%	-3%
CCOCc1nnc(NC(=O)c2ccco2)s1	-4	3.7%	3%	-17%	-8%	2	-5%	1%	-4%
CC(NC(=O)c1ccc(S(=O)(=O)N(C)C)cc1)c1ccc(-n2ccnc2)cc1 (centres undefined)	-16	4.4%	4%	-11%	0%	0	5%	0%	-1%
CCOc1ccc(N(C(C)C(=O)NC(C)CC)S(C)(=O)=O)cc1 (centres undefined)	2	0.1%	0%	-1%	-9%	-3	3%	-1%	-1%
ON=C1CCCC2CCCCC12 (centres undefined)	-6	.	-2%	10%	-2%	-5	0%	2%	-5%
Cc1ccc2cc(CN(c3ccccc3C)S(=O)(=O)c3ccccc3)c(=O)[nH]c2c1	-5	3.3%	-4%	-12%	3%[57.1 µM]	10	-10%	9%	1%
CC(C)CN1C(=O)c2ccc(C(=O)Nc3ccc(O)cc3C(=O)O)cc2C1=O	-7	1.0%	2%	-6%	4%[57.1 µM]	3	9%	0%	-2%
Cc1cc(C)n(Cc2cccc(C(=O)N/N=C/c3cccnc3)c2)n1	-1	-0.6%	-5%	-19%	-4%	-3	-14%	5%	0%
CN1CCCN(C(=O)c2cccc3ccccc23)CC1	3	-1.2%	3%	-10%	-9%	3	1%	-1%	-5%

Reformatted with each value named: entries from further up
CC(C)CN1C(=O)c2ccc(C(=O)Nc3ccc(O)cc3C(=O)O)cc2C1=O
  LDHA block: -7 | RXFP1 ag: 1.0% | Vif-A3G inh: 2% | USP1-UAF1 inh: -6% | TrxR1 substrate: 4%[57.1 µM] | PI4K2A inh: 3 | Vif-APOBEC3F blk: 9% | IDH1 R132H inh: 0% | Glioma ERSR ind: -2%

Cc1cc(C)n(Cc2cccc(C(=O)N/N=C/c3cccnc3)c2)n1
  LDHA block: -1 | RXFP1 ag: -0.6% | Vif-A3G inh: -5% | USP1-UAF1 inh: -19% | TrxR1 substrate: -4% | PI4K2A inh: -3 | Vif-APOBEC3F blk: -14% | IDH1 R132H inh: 5% | Glioma ERSR ind: 0%

Three compounds from above, sorted by number of heavy atoms, lowest first.
structure	LDHA block	RXFP1 ag	Vif-A3G inh	USP1-UAF1 inh	TrxR1 substrate	PI4K2A inh	Vif-APOBEC3F blk	IDH1 R132H inh	Glioma ERSR ind
CN1CCCN(C(=O)c2cccc3ccccc23)CC1	3	-1.2%	3%	-10%	-9%	3	1%	-1%	-5%
Cc1cc(C)n(Cc2cccc(C(=O)N/N=C/c3cccnc3)c2)n1	-1	-0.6%	-5%	-19%	-4%	-3	-14%	5%	0%
Cc1ccc(C(C)C)c(OCC(=O)NCC(c2cccs2)N2CCOCC2)c1 (centres undefined)	-3	0.9%	-2%	-16%	4%[57.1 µM]	-1	-12%	-3%	-5%

A few values from the entries so far:
Under IDH1 R132H inh, COc1ccc(CCN2CC(C(=O)N3CCSCC3)CCC2=O)cc1 (centres undefined) is listed with 1%
Under Vif-APOBEC3F blk, CC(=O)c1ccc(N2CCN(C(=O)c3nn(Cc4ccccc4)c(=O)c4ccccc34)CC2)cc1 is listed with 4%

(further entries)
structure	LDHA block	RXFP1 ag	Vif-A3G inh	USP1-UAF1 inh	TrxR1 substrate	PI4K2A inh	Vif-APOBEC3F blk	IDH1 R132H inh	Glioma ERSR ind
O=C(c1cnn2c(C(F)F)cc(C3CC3)nc12)N1CCOCC1	-4	0.5%	0%	-3%	6%[57.1 µM]	2	1%	5%	-2%
CCOC(=O)Nc1ccc(S(=O)(=O)Nc2cc(C)on2)cc1	-1	0.3%	2%	-21%	2%	0	-6%	1%	-1%
Cc1ccc2nc(-c3cc(NC(=O)/C=C/c4ccccc4)ccc3Cl)oc2c1	2	0.2%	-6%	-11%	7%	4	6%	-16%	3%
N=c1sccn1CC(=O)Nc1ccc2c(c1)CCC2	-1	0.6%	0%	-24%	10%	-3	.	6%	-5%
Cc1ccc(-n2ncc3c2CC(C)(C)CC3NC(=O)CN2CCCC2=O)cc1 (centres undefined)	1	1.0%	1%	-7%	-5%	1	2%	-14%	-4%
Cc1ccc(C(=O)CC(=O)COc2ccc(Cl)cc2)cc1	-4	-1.0%	1%	-20%	13%[57.1 µM]	-2	-17%	-2%	3%
CN(C)c1ccc(-c2ccc3ccccc3n2)cc1	1&1	.	0%	.	86%[activator]	.	.	.	-8%
O=C(c1cccs1)c1coc2ccc(O)c(CN(CCO)CCO)c12	5	-1.7%	2%	-15%	1%	-1	0%	8%	4%
COc1cc2[nH]c(=S)nc(NCC3CCCO3)c2cc1OC (centres undefined)	3	15%	-9%	0%	-14%	-5	-7%	9%	-2%
Brc1ccc(OCCn2ccnc2)cc1	-3	0.0%	-4%	-23%	1%	1	-1%	4%	-6%
O=C(CCCn1c(=O)c2ccccc2n(CC(=O)Nc2cccc(Cl)c2)c1=O)NCc1ccc2c(c1)OCO2	1	1.4%	5%	-26%	-1%	0	-1%	11%	-3%
CN(CC(=O)Nc1ccc(F)c(Cl)c1)S(=O)(=O)c1cccc2nsnc12	-6	-0.4%	0%	-19%	-9%	0	3%	-4%	-7%
CCOc1ccccc1NC(=O)CCNC(=O)c1ccc(Cl)cc1	-5	0.5%	-7%	-20%	9%[57.1 µM]	-2	10%	2%	-6%
Cc1ccc(N2CCN(C(=O)c3ccccc3Br)CC2)c(C)c1	-4	0.3%	-1%	-7%	6%[57.1 µM]	5	-1%	5%	-5%
OCC1(CCOc2ccccc2)CCN(Cc2ccc3cccc(F)c3n2)CC1	-1	-0.3%	0%	-15%	29%[57.1 µM]	-1	4%	12%	-6%
CC1(C)CC(=O)C2=C(C1)N(c1ccc(F)cc1)C(=O)CC2c1ccsc1 (centres undefined)	-3	0.0%	2%	6%	0%	-4	-7%	-1%	-4%
CCc1ccc(NC(=O)c2sc3nc(C)nc(N4CCN(c5ccccn5)CC4)c3c2C)cc1	-4	8.1%	-3%	-18%	13%	-3	-4%	-2%	0%
CN1C[C@@H]2C(c3ccc(C(F)(F)F)cc3)C3(c4ccc(C#N)cc4)CC2(C3)[C@H]1c1ccccc1 (some centres undefined)	-1	0.0%	4%	-4%	5%[57.1 µM]	2	7%	-11%	-3%
CC1CCCCC1NC(=O)COC(=O)c1ccc2ccccc2n1 (centres undefined)	-2	11%	-1%	-21%	2%	-9	4%	0%	-1%
Nc1ccc(O)c(-c2nc3ccccc3s2)c1	1	3.7%	-4%	?	-10%	-1	-4%	5%	-6%
Cc1cc(-c2nnc(CCC(=O)N(C)CCc3ccccc3)o2)no1	-3	1.0%	5%	-18%	3%	4	2%	15%	0%
CN(Cc1ccccc1)C(=O)c1nc2ccccn2c1CNCCCOc1cccnc1	-2	1.2%	2%	-25%	2%	1	3%	-5%	1%
Cc1ccccc1NC(=O)c1ccc2c(c1)C(=O)N(CC(C)C)C2=O	-7	-4.4%	-2%	-17%	4%	-1	3%	0%	-2%
COC(=O)c1ccc(CNC(=O)COc2ccccc2Br)o1	0	0.6%	-5%	-3%	-2%[57.1 µM]	9	-2%	5%	-1%
Cc1ccc(NC(=O)COc2ccccc2C=O)cc1Cl	-5	1.5%	-1%	-5%	4%[57.1 µM]	0	?	28%	-4%
CCN1C(=O)C(CC(=O)Nc2ccc(OC)cc2)N(CCc2ccc(F)cc2)C1=S (centres undefined)	0	-1.5%	-4%	-17%	-13%	-8	12%	3%	-5%
C=CCN(CC=C)S(=O)(=O)c1ccc(NC(=S)NC(=O)c2ccco2)cc1	-3	0.4%	0%	-4%	3%[57.1 µM]	5	0%	2%	1%

A portion of the library. The share of hits here may be higher or lower than overall.
